Screening results as filed in PubChem BioAssay.
CXCR6 inh – CXCR6 receptor inhibitors, primary screen, cell-based, beta-arrestin, luminescence, CHO-K1 PathHunter, 1536-well | C-X-C chemokine receptor type 6 (Homo sapiens), O00574 | inhibition, % at 20 µM | 360,000 tested, 0.36% active | AID 602244, 2012; in the data active = inhibition above about 34%, passing the limit was not always enough;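 note: antagonist mode with CXCL16 agonist at 10 nM final; 0% = 10 nM CXCL16 with DMSO and 100% = unstimulated wells without agonist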
UPR XBP1 act – activators of adaptive XBP1 UPR arm, primary screen, cell-based, CHO-XBP1 luciferase reporter, luminescence, uHTS; IRE1-XBP1 UPR activation; percent of tunicamycin response, DMSO as zero; activation, % at 20 µM; AID 463104, 2010; 330,000 tested, 0.33% active;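 active = versus positive control, 20 µM dose yields 30% or more activation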;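 note: 100% = tunicamycin at 10 µg/mL and 0% = DMSO only wells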
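assay system = CHO-XBP1 luciferase reporter cells | amount = 1000 cells/well | buffer or medium = F12 plus 10% FBS | compound dosing = single point, 20 µM final compound, 1% DMSO | incubation = 16-18 h cell attachment at 37 °C, then 6 h compound exposure | detection = Steady-Glo luminescence read | controls = tunicamycin 10 µg/mL and vehicle-only wells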
Mdm2 MdmX PPI – inhibitors of human Mdm2-MdmX association, primary screen, cell-based, luminescence, split luciferase, SaOS-2, uHTS | Protein Mdm4 (Homo sapiens) + E3 ubiquitin-protein ligase Mdm2 (Homo sapiens), … | SaOS-2 split-luciferase Mdm2/MdmX complementation | inhibition, % at 8 µM | 330,000 tested, 3% active;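 active = inhibition of at least 50% at 8 µM in the primary screen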
Target sequence (O15151 whole entry, looked up): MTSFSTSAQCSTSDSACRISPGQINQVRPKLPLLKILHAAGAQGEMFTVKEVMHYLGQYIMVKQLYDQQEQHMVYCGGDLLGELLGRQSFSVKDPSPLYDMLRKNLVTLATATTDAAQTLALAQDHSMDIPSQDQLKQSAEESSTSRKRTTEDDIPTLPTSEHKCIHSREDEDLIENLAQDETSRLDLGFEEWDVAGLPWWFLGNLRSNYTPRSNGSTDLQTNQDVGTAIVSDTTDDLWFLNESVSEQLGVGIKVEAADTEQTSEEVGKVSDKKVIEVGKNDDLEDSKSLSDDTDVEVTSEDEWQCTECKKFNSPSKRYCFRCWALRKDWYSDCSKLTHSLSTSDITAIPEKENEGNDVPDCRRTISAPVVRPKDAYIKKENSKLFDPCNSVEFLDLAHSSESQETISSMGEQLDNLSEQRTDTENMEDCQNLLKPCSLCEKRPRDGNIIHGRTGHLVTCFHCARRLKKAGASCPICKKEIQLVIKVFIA
Target sequence (Q00987 whole entry, looked up): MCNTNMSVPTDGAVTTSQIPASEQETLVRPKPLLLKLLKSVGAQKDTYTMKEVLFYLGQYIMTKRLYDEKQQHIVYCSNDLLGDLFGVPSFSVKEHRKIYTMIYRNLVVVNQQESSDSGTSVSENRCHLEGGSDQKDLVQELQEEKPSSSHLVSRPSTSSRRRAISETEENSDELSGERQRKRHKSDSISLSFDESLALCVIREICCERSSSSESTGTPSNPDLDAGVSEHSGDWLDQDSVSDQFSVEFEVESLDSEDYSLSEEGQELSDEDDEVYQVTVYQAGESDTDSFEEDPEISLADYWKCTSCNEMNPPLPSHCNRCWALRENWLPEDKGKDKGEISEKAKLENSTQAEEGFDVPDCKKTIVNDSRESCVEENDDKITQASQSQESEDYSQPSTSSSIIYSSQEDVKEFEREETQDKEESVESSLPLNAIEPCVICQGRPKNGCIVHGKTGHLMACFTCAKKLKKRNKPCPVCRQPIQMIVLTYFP
EBI2 block – EBI2 receptor antagonists, beta-arrestin recruitment, primary screen, cell-based, luminescence, 7a,25-OHC stimulation, uHTS; G-protein coupled receptor 183 (Homo sapiens), P32249; 7a,25-OHC stimulated; inhibition, % at 5 µM; 360,000 tested, 0.81% active; AID 651636, 2012; in the data active = inhibition above about 38%;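 note: enzyme fragment complementation signal reports receptor beta-arrestin coupling in cells; 0% = agonist plus DMSO wells and 100% = wells without agonist; some results beyond the cut were filed as inactive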
Gli-Sufu antag – Gli-Sufu pathway antagonists, primary screen, luciferase luminescence, Sufu-KO-LIGHT cells, uHTS. AID 588413, 2011. inhibition, % at 5 µM. 340,000 tested, 0.74% active. Sufu-KO-LIGHT fibroblasts, Gli luciferase reporter luminescence;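 active = inhibition above about 55%, limit read from the data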;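 note: 0% = DMSO-treated cells and 100% = wells with medium but no cells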
Jurkat NFkB inh – inhibitors of induced NF-kB luciferase reporter, primary screen, TCR NF-kB activation inhibitor project, cell-based, luminescence, uHTS; 330,000 tested, 0.53% active; Jurkat, PMA/ionomycin-induced NF-kB luciferase reporter; inhibition, % at 4 µM; in the data active = inhibition above about 50%
CCR6 antag – CCR6 receptor antagonists, primary screen, cell-based, CHO-K1, luminescence, beta-arrestin, uHTS; C-C chemokine receptor type 6 (Homo sapiens), P51684; CHO-K1 CCR6 PathHunter beta-arrestin, CCL20-stimulated; inhibition, % at 20 µM; 340,000 tested, 0.49% active;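 active = compounds whose inhibition of the agonist-driven luminescence signal at 20 µM reaches about 50%, limit read from the data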;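 note: cells stimulated with CCL20 at 14 nM final; plate controls were DMSO with CCL20 for no effect and DMSO without agonist for full effect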
697 NFkB inh – inhibitors of PMA/ionomycin-induced NF-kB reporter, 697 cells, primary screen, B-cell NF-kB inhibitor project, cell-based, luminescence, uHTS; 697 B-cell NF-kB luciferase reporter, 16 h; inhibition, % at 4 µM; 330,000 tested, 0.33% active; AID 435022, 2010; in the data active = inhibition above about 35%
UPR CHOP act – activators of apoptotic CHOP UPR arm, primary screen, cell-based, CHO-CHOP luciferase reporter, luminescence, uHTS; UPR activation; percent of tunicamycin response over DMSO baseline; activation, % at 10 µM; 330,000 tested, 0.34% active;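 active = at 10 µM dose, activation of 40% or more, normalized to positive control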;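 note: 100% = tunicamycin at 10 µg/mL and 0% = DMSO alone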
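Evaluation: % reporter activation, DMSO baseline versus tunicamycin full activation; System: CHO-CHOP luciferase reporter cell line; Input: 500 cells/well; Incubation: 6 h compound treatment, 37 °C; Measured by: Steady-Glo luciferase luminescence; Dosing: one dose, 10 µM in 0.5% DMSO; Buffer or medium: F12 medium, 10% FBS; Benchmarks: positive tunicamycin 10 µg/mL, negative DMSO alone.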
* hit, by the source's call.

SMILES	CXCR6 inh	UPR XBP1 act	Mdm2 MdmX PPI	EBI2 block	Gli-Sufu antag	Jurkat NFkB inh	CCR6 antag	697 NFkB inh	UPR CHOP act
O=C(NCC1CCCO1)c1cc2c(s1)CCC2 (stereo unspecified)	3.2	-1.9	-2.8	2.6	-37.9	-37.0	19.4	-9.0	1.5
CCCCNC(=S)NC(=O)c1ccc([N+](=O)[O-])cc1	1.8	-0.9	8.6	-14.8	-13.0	-2.5	33.8	3.6	5.3
COc1ccc(/C=N/NC(=O)c2ccc(COCC(F)(F)C(F)F)cc2)cc1	-7.6	-3.1	-6.6	3.9	-6.2	-11.2	6.2	-32.2	1.2
C=CCCCCCCCCC(=O)NNC1=CC(=O)CC(C)(C)C1	6.2	-3.1	12.2	-4.6	6.5	-3.3	20.4	10.1	-1.0
CC(C)CC(=O)Nc1nnc(S(=O)(=O)N(C)c2ccc(Cl)cc2)s1	-6.7	0.1	24.2	-9.8	-1.2	1.2	-2.1	1.2	-0.2
COc1ccc(S(=O)(=O)N2CCCCCC2)cc1C(=O)N1CCCC(C(F)(F)F)C1 (stereo unspecified)	-7.6	-2.7	27.2	11.3	7.0	5.0	8.8	-5.4	1.5
COC(=O)c1c(NC(C)=O)sc(C)c1C	6.7	-3.2	6.4	6.8	25.9	5.6	2.9	21.4	1.2
COc1cccc(-c2ccc3ncnc(NCc4cccs4)c3c2)c1	-13.2	-0.9	64.2*	1.0	7.4	6.2	10.3	-14.5	-0.5
CCOCc1nnc(NC(=O)c2ccc(NC(C)=O)cc2)s1	-5.0	5.1	9.3	-4.7	-5.5	11.5	11.6	19.7	-1.2
N#CCCN(C(=O)COC(=O)CCC(=O)c1cccs1)c1ccccc1	-3.1	-0.3	-9.7	1.7	-6.9	3.2	5.2	7.8	0.1
COc1ccc2oc(C(=O)OCC(=O)N(Cc3ccccc3)C(C)C)c(C)c2c1	15.4	-0.1	19.3	15.3	-6.0	-3.1	26.8	-41.6	1.4
CCC(=O)Nc1ccc(C(=O)COC(=O)c2nc3nccc(C)n3n2)cc1	-4.8	-2.1	13.3	6.4	2.3	4.2	10.9	16.6	-0.1
CCCCc1nc(C(N)=O)c2[nH]c(=O)n(-c3ccc(OC)c(OC)c3)c2n1	9.5	0.2	-6.9	-1.4	-8.3	9.2	6.3	-9.1	1.7
CC1CCN(c2c(NCC3CCC(C(=O)NC4CCCCCC4)CC3)c(=O)c2=O)CC1 (stereo unspecified)	-2.7	-3.1	-16.7	-2.8	-1.0	9.7	3.8	4.2	0.7
CCOC(=O)N1CCC(N2C(=O)c3ccccc3C2Nc2cc(Cl)c(OC)cc2OC)CC1 (stereo unspecified)	5.6	-3.9	-16.5	-0.5	-5.4	5.7	4.2	-1.4	0.6
COC(=O)Cn1c2nc3ccccc3nc2c2cccc(C)c21	7.0	3.2	-23.1	16.1	-22.9	6.4	18.7	4.0	0.0
COc1cccc(NC(=O)COc2nc3ccccc3nc2C)c1	6.0	0.3	1.0	-9.8	-0.2	-5.0	16.6	-1.9	4.6
CCOc1ncccc1C(=O)Nc1ccc(OC)c(S(=O)(=O)N2CCCCC2)c1	-0.4	-0.3	7.6	11.0	2.8	13.7	2.5	14.8	0.9
CCOC(=O)[C@H]1[C@H]2COc3ccc(C)cc3[C@@H]2N2C(=O)c3cc(C)ccc3NC(=O)[C@@]12C	7.6	-1.1	16.1	-4.4	3.7	-5.5	7.7	20.4	-0.6
CC(C)[C@H](NC(=O)NCc1ccc(Cl)cc1)C(=O)O	-5.6	0.9	1.3	9.1	-0.2	-0.9	5.9	24.4	0.9
Cc1nc2ccc(NC(=O)c3ccc([N+](=O)[O-])cc3)cc2[nH]1	-1.2	-2.5	-9.0	-4.6	-34.0	-27.8	-8.4	-5.0	4.4
Cc1cccc(NC(=O)CCCN2C(=O)C3CC=CCC3C2=O)c1 (stereo unspecified)	8.4	2.3	-0.3	-5.0	44.9	2.7	4.4	5.0	-0.3
COC(=O)c1ccccc1NC(=O)CSc1n[nH]c(-c2ccncc2)n1	-2.0	-1.0	7.2	-2.7	13.5	-0.1	-5.8	2.8	-1.8
O=C(Cc1c(F)cccc1Cl)N1CCN(S(=O)(=O)c2cccc(F)c2)CC1	4.2	-2.3	17.3	2.0	0.3	10.8	7.2	11.2	2.3
Cc1nc2ccc(Br)cn2c(=O)c1Cl	-1.3	0.6	7.6	-1.8	2.4	4.8	1.0	10.6	-1.0
COC(=O)c1c(NC(=O)C(C)(C)C)csc1C	-6.4	1.4	22.0	1.6	-1.1	2.8	0.6	0.4	-0.3
COc1cccc(C(=O)N2CCN(Cc3cn[nH]c3-c3ccc(F)cc3F)CC2)c1	2.6	-5.4	7.7	-2.5	-2.0	-7.1	-2.9	6.5	0.0
O=C(CSc1cccc2cccnc12)N/N=C/c1ccc(F)cc1	-3.5	-3.9	13.7	8.6	-0.3	7.0	7.8	-17.4	3.2
Cc1ccc2nc(NCCNC(=O)c3ccccc3)c(C#N)cc2c1	-9.9	0.2	13.7	-9.3	3.2	-5.7	-5.4	1.8	3.1
Cc1ccc(C(=O)NCC(=O)OCc2c(F)cccc2Cl)cc1	0.7	0.2	8.3	5.9	-29.4	9.4	6.9	-12.6	3.9
Cc1nn(-c2ccccc2)c2c1C(c1ccc([N+](=O)[O-])cc1)C(C#N)=C(N)O2 (stereo unspecified)	10.7	-11.3	13.6	10.5	-1.5	21.6	31.1	-11.0	-1.0
CCn1nccc1C(=O)Nc1cccc(C)c1C	19.7	-2.9	-19.8	-3.6	-4.5	-10.6	5.2	-14.5	1.9
COc1cc(NC(=O)c2cnn3c(C(F)F)cc(C4CC4)nc23)c(OC)cc1Cl	2.0	-1.8	14.7	8.5	8.6	-3.3	8.8	-18.2	-0.4
CC(=O)NCCc1ccc(S(=O)(=O)Nc2ccc3c(c2)OCCO3)cc1	-5.1	-6.8	-4.7	1.8	6.2	17.0	4.2	0.8	0.9
Clc1cccc(N/N=C/c2ccncc2)c1	-13.8	0.0	10.9	0.6	-20.6	-29.1	-5.9	-24.8	3.1
CCOC(=O)C(NC(=O)c1cccnc1)(Nc1cccc(C)n1)C(F)(F)F (stereo unspecified)	-12.8	0.0	6.3	-2.6	-7.3	-8.2	-8.8	-64.1	2.1
Cc1nc2ccccc2c(=O)n1NC(=O)Cc1ccc([N+](=O)[O-])cc1	2.4	1.1	12.7	5.4	1.8	5.8	-4.5	10.8	-0.6
CCOc1ccc(NC(=O)CN(C)C(=O)CC2CC3CCC2C3)cc1OCC (stereo unspecified)	3.6	-0.5	0.0	-1.4	-1.7	1.9	8.2	-4.3	-0.6
Cc1ccnc(NC(=O)Nc2cccc(F)c2)n1	8.0	2.3	-77.9	-14.4	-93.0	-70.7	10.1	-95.6	2.2
Cc1nnc2ccc(-c3ccc(NS(=O)(=O)c4ccc(F)cc4F)cc3)nn12	2.8	7.0	17.8	-1.7	2.2	9.6	-0.9	29.3	1.4

Full records from above. Order of values: CXCR6 inh | UPR XBP1 act | Mdm2 MdmX PPI | EBI2 block | Gli-Sufu antag | Jurkat NFkB inh | CCR6 antag | 697 NFkB inh | UPR CHOP act
Listed for `Cc1nn(-c2ccccc2)c2c1C(c1ccc([N+](=O)[O-])cc1)C(C#N)=C(N)O2` (stereo unspecified) : 10.7 | -11.3 | 13.6 | 10.5 | -1.5 | 21.6 | 31.1 | -11.0 | -1.0
Listed for `COC(=O)c1c(NC(=O)C(C)(C)C)csc1C` : -6.4 | 1.4 | 22.0 | 1.6 | -1.1 | 2.8 | 0.6 | 0.4 | -0.3
Listed for `COc1cccc(C(=O)N2CCN(Cc3cn[nH]c3-c3ccc(F)cc3F)CC2)c1` : 2.6 | -5.4 | 7.7 | -2.5 | -2.0 | -7.1 | -2.9 | 6.5 | 0.0
Listed for `Clc1cccc(N/N=C/c2ccncc2)c1` : -13.8 | 0.0 | 10.9 | 0.6 | -20.6 | -29.1 | -5.9 | -24.8 | 3.1

Following part
SMILES	CXCR6 inh	UPR XBP1 act	Mdm2 MdmX PPI	EBI2 block	Gli-Sufu antag	Jurkat NFkB inh	CCR6 antag	697 NFkB inh	UPR CHOP act
O=S(=O)(CCc1nc2ccccc2[nH]1)c1ccc(Cl)cc1	-1.4	2.2	4.8	-14.8	1.3	0.0	16.0	0.4	1.0
COCc1ccc(CN2CCCC(C(=O)Nc3ccc(-c4cccc(OC)c4)cc3)C2)o1 (stereo unspecified)	-5.8	0.1	18.4	7.6	18.6	-4.8	-2.2	-32.8	3.1
O=c1c2ccccc2c(-c2ccc(O)cc2)nn1-c1cccc(C(F)(F)F)c1	-0.6	2.4	46.6	-46.1	1.9	7.2	29.9	-4.3	0.0
CCOC(=O)Cc1cc(=O)n2[nH]c(C)cc2n1	-4.4	0.9	3.9	-6.0	6.3	2.5	8.6	9.8	-0.3
O=C1C2C3C=CC(C2C(=O)N1c1cccc(O)c1)C1C2C(=O)N(c4cccc(O)c4)C(=O)C2C31 (stereo unspecified)	10.6	-1.8	-5.3	-4.6	0.4	8.6	3.9	18.8	0.3
COC(=O)C1CCN(C(=O)COC(=O)c2cc(-c3cccs3)nn2-c2ccccc2)CC1	3.7	-3.8	-2.6	-6.0	-9.6	3.5	11.6	25.2	2.2
COc1ccc(N2CCN(C(=O)c3cccc(N4C(=O)C5CC=CC(C)C5C4=O)c3)CC2)cc1 (stereo unspecified)	-7.7	-2.7	2.1	5.0	-0.1	4.6	-5.7	9.2	-1.2
COc1ccc(OC)c2sc(N3CCN(C(=O)c4ccc([N+](=O)[O-])s4)CC3)nc12	-35.6	5.4	16.9	-14.9	-11.7	-3.3	-19.9	10.1	-0.4
CC(NC(=O)C1CCCN(C(=O)c2ccc(Cl)cc2)C1)c1cccc(C(F)(F)F)c1 (stereo unspecified)	-3.3	-4.2	17.5	43.8	2.8	11.8	9.4	12.2	0.1
COc1ccc(CCC(=O)Nc2cc(S(=O)(=O)N3CCOCC3)ccc2OC(C)C)cc1	-6.3	-4.2	-9.9	2.4	4.1	-1.8	7.8	2.2	-1.9
COC(CNC(=O)c1cc(C)nn1-c1ccccc1)OC	0.1	-2.4	-3.0	4.7	5.3	-10.7	4.2	17.8	4.8
COc1ccc(CC(=O)OCc2csc(CC(=O)Nc3ccc(C)cc3)n2)cc1	-0.4	-3.6	0.0	2.8	0.5	10.2	2.6	14.5	1.6
C/C(=N/NS(=O)(=O)c1ccc(C)cc1C)c1c[nH]c2ccccc12	-3.0	-3.9	41.3	-13.7	-10.2	17.1	-3.4	-5.2	2.3
CCOC(=O)c1cnc2cc(C)nn2c1C	1.8	1.0	-8.8	2.2	0.5	4.4	4.0	-7.6	-2.8
Cc1ccccc1C(=O)NC(=S)Nc1ccc(N2CCN(C(=O)c3ccccc3)CC2)cc1	9.0	-2.9	46.5	13.9	51.2	17.7	20.6	-36.8	6.0
